Bioassay records: PubChem BioAssay, National Center for Advancing Translational Sciences (NCATS)
AMA1-RON2 inh = inhibitors of Plasmodium falciparum AMA1-RON2 interaction; 360,000 compounds, 0.2% hits; Potency, µM (top dose mostly 58.2 µM), for inactives: top-dose activity change, negative = inhibition, most hits filed as inhibitors; AID 720542; AlphaScreen AMA1-biotinylated RON2 peptide binding;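 further: potency means the concentration at half of the fitted maximal effect; 0% = vehicle wells and -100% = peptide control; nearly all actives have a fitted effect of over 45% in size; some results filed as inactive show a strong effect at the top dose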
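AMA1 (3D7) with his tag at 25 nM final met compounds first, then biotinylated RON2 peptide at 25 nM; detection used donor plus acceptor beads, 10 µg/mL apiece, read by AlphaScreen after 30 min at room temperature.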
HCV inhibitor = inhibitors of hepatitis C virus infection; Potency, µM (highest dose often 41.8 µM), for the others: at the top dose activity change, negative = inhibition, hits mostly inhibitors; AID 651820; 340,000 compounds, 3.4% hits; Huh7.5.1 HCVcc-Cre infection, luciferase reporter, 44 h; further: potency means the concentration at half of the fitted maximal effect
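Compounds are dispensed onto cells plated 4 h earlier at 1,000 per well, with HCVcc-Cre virus (about 0.5 moi) added next. Following 44 h of culture, luminescent signal is measured for 15 sec after 15 min with substrate at room temperature.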
HCMV inh = inhibitors of human cytomegalovirus. HFF cells, HCMV-luciferase reporter, 72 h; active compounds read low. activity change, negative = inhibition, % at 57.5 µM. 410,000 compounds, 4.5% hits; in the data active means activity change below about -60%; inconclusive means no clear call, values can overlap the other calls; inactive means above about -39%
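Compounds were evaluated in HFFs infected with an HCMV luciferase reporter virus (MOI 1 PFU/cell). Luciferase in lysates collected 72 h post infection served as the replication measure.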
TbPYK inhibitor = blocks Trypanosoma brucei pyruvate kinase | Q57TT1 | TbPYK enzyme, Kinase-Glo Plus ATP luminescence, 45 min | Potency, µM (series often up to 76.8 µM), for the others: at the highest dose activity, negative = inhibition, usual class: inhibitors | 410,000 compounds, 0.12% hits | AID 624173; further: potency means the concentration at half of the fitted maximal effect; nearly all actives have a fitted effect of over 50% in size
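Readout: single end-point luminescence (Kinase-Glo Plus, 10 min). Reaction conditions were TbPYK/substrate plus 130 uM ADP, 45 min at RT, pH 7.2 TEA buffer. No-enzyme wells served as controls, and data were normalized before concentration-response fitting.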
AmpC inh detg = AmpC beta-lactamase inhibition with detergent present; Potency, µM (doses to about 114 µM), inactives show at the top dose activity change, negative = inhibition, hits mostly inhibitors; AID 485294; AmpC hydrolysis of nitrocefin, absorbance 480 nm, 0.01% Triton; 370,000 compounds, 0.041% hits;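 further: potency means the concentration at half of the fitted maximal effect; 0% = no-compound wells and -100% = no-enzyme wells; nearly all actives have a fitted effect of over 25% in size; some results filed as inactive show a strong effect at the top dose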
Target sequence (P00811 whole entry, looked up): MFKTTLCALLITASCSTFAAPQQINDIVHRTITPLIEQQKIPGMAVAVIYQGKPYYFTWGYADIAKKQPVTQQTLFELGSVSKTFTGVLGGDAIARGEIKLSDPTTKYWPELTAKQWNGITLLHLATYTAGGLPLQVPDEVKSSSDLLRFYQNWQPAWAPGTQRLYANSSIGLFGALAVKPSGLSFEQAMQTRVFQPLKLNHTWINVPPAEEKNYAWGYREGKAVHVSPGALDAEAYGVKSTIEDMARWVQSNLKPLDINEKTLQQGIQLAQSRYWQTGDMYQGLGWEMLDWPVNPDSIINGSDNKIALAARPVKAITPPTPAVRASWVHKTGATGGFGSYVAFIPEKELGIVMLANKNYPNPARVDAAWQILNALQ
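AmpC (5.3 nM in the dispensed reagent) in 20 mM phosphate pH 7.0 with 0.01% (detergent screen) or 0.0001% Triton X-100 was preincubated with compounds for 15 min at room temperature. Nitrocefin was then added from an 800 uM solution, and hydrolysis was followed at 480 nm.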
AmpC inh no detg = inhibitors of E. coli AmpC beta-lactamase without detergent; AmpC nitrocefin hydrolysis, absorbance 480 nm, 0.0001% Triton; 330,000 compounds, 0.52% hits; AID 485341; Potency, µM (highest dose often 57.1 µM), for the others: top-dose activity change, negative = inhibition, usual class: inhibitors;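 further: potency means the concentration at half of the fitted maximal effect; plate controls were no compound for no effect and no enzyme for full effect; nearly all actives have a fitted effect of over 20% in size; some results filed as inactive show a strong effect at the top dose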
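20 mM phosphate pH 7.0 + 0.01% (detergent screen) or 0.0001% Triton X-100; 5.3 nM AmpC reagent; cpd preinc 15 min RT; nitrocefin (800 uM stock) to start; A480 q20 s × 4 min; Activity was normalised to no-enzyme and no-compound control wells.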
LmPK inhibitor = inhibitors of Leishmania mexicana pyruvate kinase | Q27686 | purified LmPK, Kinase-Glo ATP luminescence, 1 h | Potency, µM (highest dose often 57.5 µM), for inactives: top-dose activity change, negative = inhibition, usual class: inhibitors | 290,000 compounds, 0.37% hits; further: potency means the concentration at half of the fitted maximal effect
Target sequence (Q27686 whole entry, looked up): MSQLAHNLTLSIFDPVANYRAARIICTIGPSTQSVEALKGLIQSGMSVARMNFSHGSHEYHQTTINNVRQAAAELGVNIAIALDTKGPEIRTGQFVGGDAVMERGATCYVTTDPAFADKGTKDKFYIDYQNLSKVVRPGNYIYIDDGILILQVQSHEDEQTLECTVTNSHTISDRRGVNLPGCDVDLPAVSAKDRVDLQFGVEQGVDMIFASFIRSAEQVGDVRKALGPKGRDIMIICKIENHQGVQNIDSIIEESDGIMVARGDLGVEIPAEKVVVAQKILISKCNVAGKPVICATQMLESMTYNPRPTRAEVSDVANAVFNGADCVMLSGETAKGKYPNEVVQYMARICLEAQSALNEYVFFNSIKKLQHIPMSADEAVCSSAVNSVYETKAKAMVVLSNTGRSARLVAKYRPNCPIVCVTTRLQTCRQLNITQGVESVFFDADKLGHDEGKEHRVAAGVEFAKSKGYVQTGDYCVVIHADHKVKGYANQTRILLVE
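Purified LmPK (0.1 nM) converted ADP (0.1 mM) to ATP with PEP (0.5 mM) in imidazole buffer pH 7.2 with KCl and MgCl2, 1 h at room temperature. ATP was read by Kinase-Glo luminescence; data normalized to uninhibited and no-enzyme controls.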
* = called active by the depositor; ? = inconclusive; · = no result given; [ ] = another dose, or the depositor's remark. Unless noted, the call rests on the fitted dose curve; in most records, active means well fitted curve in the direction sought with a large enough effect; inconclusive means small, poorly fitted or top-dose-only effect, or another doubt; inactive means no such curve, though single readings can be large; an effect the other way counts as inactive or inconclusive. Unless noted, on the % scale 0 is the no-effect control and ±100 the full control effect.

Sequence of screens – AMA1-RON2 inh	HCV inhibitor	HCMV inh	TbPYK inhibitor	AmpC inh detg	AmpC inh no detg	LmPK inhibitor
1	COc1ccc(OCCC(=O)N2CCOCC2)cc1
 : 4%	26%	-24	3%	-10%	-20%	0%
2	O=C1C=C(NCc2ccco2)CC(c2ccc(Cl)cc2)C1 (configuration not stated)
 : 12%	?	-10	-2%	-7%	-23%	4%
3	Cc1cc(Nc2ncc(Cl)cc2Cl)n(-c2ccccn2)n1
 : -3%	-9%	-23	-7%	-9%	-7%	6%
4	COC(=O)CSc1[nH]c2ccc(Br)cc2c1[N+](=O)[O-]
 : -2%	11%	-15	-9%	3%	-9%	-6%
5	O=C(c1ccc(CNS(=O)(=O)c2ccc(Br)cc2)cc1)N1CCCCC1
 : -7%	-7%	-37	-2%	-2%	15%	-1%
6	Cc1ccc(S(=O)(=O)N2CCOCC2)cc1C(=O)OCC(=O)c1ccc(Br)cc1
 : 0%	8%	0	5%	-1%	-31%	·
7	CCN(CC(=O)NC(=O)NC1CCCCC1)Cc1nc2ccccc2c(=O)[nH]1
 : 140%[activator]	-16%	15	-5%	-4%	14%	0%
8	COCCCn1c(SCc2nc3ccccc3c(=O)[nH]2)nc2ccccc2c1=O
 : 10%	-12%	39	0%	2%	-23%	1%
9	O=C(CNC(=O)c1cccs1)NCCN1CCN(Cc2ccccc2)CC1
 : -3%	10%	-6	-6%	-10%	-14%	-6%
10	NC(=O)NC(=O)COC(=O)c1ccc(OC(F)(F)F)cc1
 : 10%	22%	-12	5%	-5%	-6%	-1%
11	CCc1nnc(NC(=O)c2cc(S(=O)(=O)N3CCCCC3)ccc2C)s1
 : -7%	10%	0	-1%	-6%	-5%	·
12	O=C1CCN(CCCc2ccccc2)CCN1CCO
 : -6%	22%	-6	2%	6%	-10%	2%
13	Cc1ccc(C(C(=O)NC2CCCCC2)N(CCCN2CCOCC2)C(=O)c2snc(C(N)=O)c2N)cc1 (configuration not stated)
 : -9%	7%	-27	-17%	-6%	81%[activator]	-4%
14	C=CCn1cc(C(=O)NCc2ccco2)c(=O)c2cc(S(=O)(=O)N3CCCCCC3)ccc21
 : -16%	?	-27	·	-8%	84%[activator]	4%
15	Cc1ccc(Cl)cc1-c1ccc(C=Nc2ccc(N3CCOCC3)cc2)o1
 : 11µM*	-11%	?	-7%	?	47%	0%

Entries 1–2, reprinted for reference:
Sequence of screens – AMA1-RON2 inh	HCV inhibitor	HCMV inh	TbPYK inhibitor	AmpC inh detg	AmpC inh no detg	LmPK inhibitor
1	COc1ccc(OCCC(=O)N2CCOCC2)cc1
 : 4%	26%	-24	3%	-10%	-20%	0%
2	O=C1C=C(NCc2ccco2)CC(c2ccc(Cl)cc2)C1 (configuration not stated)
 : 12%	?	-10	-2%	-7%	-23%	4%

The results go on:
Sequence of screens – AMA1-RON2 inh	HCV inhibitor	HCMV inh	TbPYK inhibitor	AmpC inh detg	AmpC inh no detg	LmPK inhibitor
16	CCC/C(=N/NC(=O)c1cccc(Cl)c1)c1ccccc1
 : 57%[activator]	-3%	-26	-11%	-18%	-26%	3%
17	COc1cccc(/C=N/n2c(-c3cccs3)n[nH]c2=S)c1
 : 16%	-7%	65	?	0%	-37%	-10%
18	CCCCn1nnnc1C(CC)N1CCC2(CC1)C(=O)NCN2c1ccccc1 (configuration not stated)
 : 3%	·	-2	-1%	·	·	·
19	O=C(c1cc(COc2cccc(C(F)(F)F)c2)on1)N1CCc2ccccc2C1
 : 0%	·	-5	-6%	·	·	·
20	COc1ccccc1N(Cc1cc(=O)[nH]c2ccccc12)C(=O)c1ccc([N+](=O)[O-])cc1
 : -1%	-5%	36	-2%	-4%	18%	-2%
21	CCc1ccc(NC(=O)c2sc(-n3nc(C)c(Cc4ccc(OC)cc4)c3C)nc2C)cc1
 : ·	·	48	4%	5%	·	·
22	COc1ccc(CN(C)C(=O)CNC(=O)c2sc3ccccc3c2Cl)c(OC)c1OC
 : -9%[11.6 µM]	?	-4	5%	·	·	·
23	CCOC(=O)N1CCN(C(=O)CN(Cc2ccc(Cl)cc2)S(=O)(=O)c2ccc(C)cc2)CC1
 : 0%	?	-38	-1%	4%	131%[activator]	3%
24	COc1ccccc1C(=O)OCC(=O)N1CCC(Cc2ccccc2)CC1
 : -11%	4%	-27	-3%	-14%	35%	·
25	CN1/C(=C\C(=O)COC(=O)c2ccco2)C(C)(C)c2ccccc21
 : -1%	-7%	11	6%	7%	-14%	-4%
26	Cn1c(N)c(C(=O)CCl)c(=O)n(C)c1=O
 : 6%	27%	36	4%	-1%	-17%	7%
27	Cn1cccc1/C=C1/C(=O)NC(=O)N(C(C)(C)C)C1=O
 : 0%	-18%	-21	-1%	-1%	-23%	1%
28	N#C/C(=C\c1cn(Cc2cccc(F)c2)c2ccccc12)C(=O)NCc1ccco1
 : -9%	8%	?	-5%	?	-26%	0%
29	COc1cc(C(=O)NCC(=O)N/N=C(/C)c2ccc3c(c2)CCCC3)cc(OC)c1OC
 : -5%	?	7	-9%	-3%	-13%	1%
30	CCN(CC)CCN1C(=O)C(=O)/C(=C(/O)c2ccc(Cl)cc2)C1c1ccncc1 (configuration not stated)
 : 17%	2%	10	0%	3%	-14%	0%
31	CCOC(=O)c1c(S(=O)(=O)N2CCCC(C(=O)Nc3cccc(CC)c3)C2)c(C)n(CC)c1C (configuration not stated)
 : ·	·	-26	2%	-9%	·	·
32	COc1cccc(/C=N/n2c(-c3ccco3)nc3ccccc3c2=O)c1OC
 : 1%	18%	-21	9%	-1%	-22%	7%
33	COc1cc(NC(=O)CN2C3CCC2CC(O)(c2cccnc2)C3)cc(OC)c1 (configuration not stated)
 : -10%	-6%	36	2%	-8%	-1%	8%
34	CCN(CC)C(=S)SCC(=O)Nc1cccc(C(F)(F)F)c1
 : 22%	?	-20	-14%	·	·	·
35	N#CCCN(C(=O)CSc1nc2nc(-c3cccs3)cc(C(F)(F)F)c2c(=O)[nH]1)c1ccccc1
 : 0%	-1%	-23	0%	-1%	-41%	5%
36	CCOC(=O)c1nc(C)n(-c2ccc(Cl)cc2Cl)n1
 : 1%	2%	·	0%	0%	-3%	0%
37	CCOC(=O)C(NC(=O)Nc1ncccn1)(Oc1ccccc1)C(F)(F)F (configuration not stated)
 : 10%	1%	-8	-2%	-13%	-6%	2%
38	O=C(COc1ccc(F)cc1)Nc1nccs1
 : -16%	16%	66	-12%	-11%	-12%	?
39	CC(C)N(C(=O)CSc1n[nH]c(=O)n1CCc1ccccc1)C(C)C
 : -5%	-24%	3	-9%	-12%	47%	-1%
40	COc1ccc(NC(=O)c2ccc([N+](=O)[O-])cc2[N+](=O)[O-])c(OC)c1
 : -4%	-18%	-4	1%	-1%	-9%	11%
41	O=C(Nc1ccccc1N1CCOCC1)c1ccc2c(c1)C(=O)N(Cc1ccncc1)C2=O
 : -10%	-1%	-1	0%	-14%	67%[activator]	1%
42	CC(=O)N1CC(C)Sc2ccc(S(=O)(=O)NCCc3ccc(C)cc3)cc21 (configuration not stated)
 : -1%	11µM*	?	0%	1%	51%	2%
43	COc1ccc(NS(=O)(=O)c2ccc(C)c(C(=O)N(C)Cc3ccc(C)cc3)c2)cc1
 : 61%[activator]	-10%	?	2%	-16%	-15%	·
44	Nn1c(COc2ccc(Cl)cc2)n[nH]c1=S
 : 79%[activator]	9%	-1	?	-1%	-24%	-2%
45	CC1(Cc2c(Cl)cccc2Cl)C(=O)Nc2cc(-c3ccccc3Cl)ccc21 (configuration not stated)
 : -4%	·	-1	5%	·	·	·
46	Cc1cc(NC(=O)c2ccc(C#N)cc2)n(-c2ccccc2)n1
 : -2%	-11%	4	4%	?	-12%	·
47	Cc1ccc(CN2CC(C(=O)NNC(=O)Cn3ccc(C(F)(F)F)n3)CC2=O)cc1 (configuration not stated)
 : 92%[activator][11.6 µM]	16%	45	4%	?	-4%	·
48	O=C(CN(c1cc(C(F)(F)F)ccc1Cl)S(=O)(=O)c1ccccc1)NCCc1ccccc1
 : ·	·	-70*	-5%	6%	·	·
49	CCn1nc(C)c(CN2CCN(Cc3ccsc3)C(CCO)C2)c1C (configuration not stated)
 : 4%	7%	27	2%	-2%	-12%	-1%
50	COc1cc(NC(=O)c2cc(C(C)C)on2)cc(OC)c1OC
 : 20%	-26%	22	-3%	-2%	21%	-3%
51	Cc1cc(C(=O)Nc2ccc(C)c(S(=O)(=O)N3CCOCC3)c2)c2ccccc2n1
 : -4%	11µM*	66	-4%	-4%	147%[activator]	·
52	Cc1nc(N)sc1-c1csc(Nc2ncccn2)n1
 : -5%	?	-77*	1%	?	-19%[11.4 µM]	-5%
53	CC1C2CC(C/C2=N/NC(=O)c2cccs2)C1(C)C (configuration not stated)
 : 63%[activator]	21%	-25	2%	10%	223%[activator]	15%
54	NS(=O)(=O)c1ccc(CCNC(=O)/C=C/c2ccccc2[N+](=O)[O-])cc1
 : -4%	7%	1	6%	1%	-21%	0%
55	O=C(/C=C/Nc1cccc([N+](=O)[O-])c1)c1cccs1
 : 2%	3%	261	·	2%	-31%	1%
56	O=C(Nc1cccc(C(=O)OCc2cc(=O)n3ccsc3n2)c1)c1ccc(F)cc1
 : ·	·	10	2%	-7%	·	·
57	N/C(=N\OC(=O)Cc1cccc2ccccc12)c1ccccn1
 : 62%[activator]	-14%	58	-1%	5%	6%	0%
58	COc1ccccc1NC(=O)Cn1c(=O)n(CCc2c[nH]c3ccccc23)c(=O)c2cccnc21
 : -2%	?	-3	1%	?	-11%	3%
59	O=C(/C=C/c1ccco1)NC1CCCC1
 : 5%	17%	-38	-5%	-4%	-20%	1%
60	Cc1ccccc1C1=N/C(=C/c2cccnc2)C(=O)O1
 : -7%	17%	48	5%	2%	-13%	1%
61	CCn1nc(C(=O)OCC(=O)N(CCC#N)c2ccccc2)c2ccccc2c1=O
 : -2%[11.6 µM]	22%	-15	-1%	?	61%[activator]	·
62	COc1ccccc1/C=N/NC(=O)c1ccccc1NS(=O)(=O)c1ccc(C)cc1
 : 46%[activator]	15%	4	-4%	-7%	-34%	2%
63	O=C(c1cn(-c2ccccc2)nc1-c1cccnc1)N1CCN(S(=O)(=O)c2cccc(F)c2)CC1
 : 0%	14%	0	3%	6%	-8%	·
